# Screens from PubChem.
# STAT3 act: STAT3 signaling activation. 190,000 compounds, 0.91% hits. activation (% of control), % at 5.6 µM. U3A cells, IL-6 STAT3-luciferase reporter, luminescence; 100% = signal with IL-6 EC80 alone;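 active = activation above the screen-wide mean of compound activation plus 3 SD, cut at about 130% in these data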;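 note: 0% = background luminescence of wells with medium and substrate only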
#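 Test system: Human STAT1-deficient U3A cells with stable STAT3-luciferase reporter | Also added: Interleukin-6, 33 ng/mL | Timing: Compound pre-incubation 1 h before IL-6, then 6 h stimulation at 37 °C | Technique: Luciferase reporter luminescence | Read-out: Percent of IL-6-only median luminescence | Benchmarks: IL-6-only wells as 100% reference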
# PPARg SRC3 recr: agonists of human PPARgamma SRC-3 coactivator recruitment | P37231 | biochemical PPARgamma/SRC-3 coactivator recruitment assay | AID 731 | 200,000 compounds, 0.26% hits | activation, % at 8 µM; in the data active = activation above about 23%;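 note: 0% = DMSO and 100% = reference agonist; some compounds past the cut are filed as inactive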
# Target sequence (P37231 whole entry, looked up): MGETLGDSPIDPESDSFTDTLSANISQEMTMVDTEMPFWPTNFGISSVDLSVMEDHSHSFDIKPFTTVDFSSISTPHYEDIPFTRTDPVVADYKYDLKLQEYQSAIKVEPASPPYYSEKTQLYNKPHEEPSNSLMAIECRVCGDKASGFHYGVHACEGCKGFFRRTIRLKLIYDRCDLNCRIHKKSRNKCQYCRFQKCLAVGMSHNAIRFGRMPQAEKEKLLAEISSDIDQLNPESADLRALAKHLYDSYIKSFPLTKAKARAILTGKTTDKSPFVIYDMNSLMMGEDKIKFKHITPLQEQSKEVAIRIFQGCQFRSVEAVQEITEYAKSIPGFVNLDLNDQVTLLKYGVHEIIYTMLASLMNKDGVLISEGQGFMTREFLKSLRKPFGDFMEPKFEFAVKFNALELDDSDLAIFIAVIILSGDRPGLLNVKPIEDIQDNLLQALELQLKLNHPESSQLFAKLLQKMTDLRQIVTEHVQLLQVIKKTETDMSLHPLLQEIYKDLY
# PPARg SRC2 recr: agonists of SRC-2 recruitment by human PPARgamma; P37231; PPARgamma LBD-SRC-2 recruitment, biochemical; activation, % at 8 µM; 200,000 compounds, 0.34% hits; in the data active = activation above about 22%;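 note: 0% = vehicle and 100% = reference agonist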
# SRC2 TRFRET art: counter-screen for PPARgamma SRC-2 recruitment agonists: TR-FRET artefact | TR-FRET ratio at 8 µM | AID 1049 | stronger effect = higher value | 200,000 compounds, 0.4% hits; in the data active = TR-FRET ratio above about 2000; note: inactives centre near 1500
# STAT3 inh: reduces IL-6 driven STAT3 reporter signal; U3A cells, IL-6 STAT3-luciferase reporter, luminescence; host cell line lacks STAT1; inhibition, % at 5.5 µM; 190,000 compounds, 0.89% hits;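 active = inhibition above the mean inhibition across all screened compounds plus 3 SD, cut at about 44% in these data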;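 note: 0% = DMSO only wells and 100% = 100 µM nifuroxazide control wells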
# ROMK mod: modulates human ROMK potassium channel activity; 130,000 compounds, 2% hits; Tet-inducible ROMK, thallium flux fluorescence; actives lie on both sides; B-score at 10 µM;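 active = signal ratio slope over the read window, or its plate-corrected B-score, at least 3 SD from the plate mean, either direction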;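 note: B-score of the F/F0 ratio slope over 7 to 12 s after thallium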
# STAT1 inh: STAT1 signaling inhibition; NIH 3T3 STAT1-luciferase reporter, IFN-gamma, luminescence; inhibition, % at 5.5 µM; 200,000 compounds, 0.35% hits; AID 920;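 active = inhibition above a set limit, the mean inhibition across all tested compounds plus 3 SD, cut at about 34% in these data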;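 note: 0% = IFN-gamma with DMSO and 100% = IFN-gamma with 300 µM nifuroxazide; values of inactives mirror those of a sister screen read the other way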
# bIAP act: intestinal alkaline phosphatase (bovine) activation; purified bovine IAP, CDP-star luminescence, 30 min; stronger effect = higher value; fold of DMSO-control signal, blank-subtracted; activation factor at 20 µM; 200,000 compounds, 0.17% hits;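 active = activation factor of 2 or more at 20 µM, a signal rise over negative controls twice the positive control's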
# bIAP inhibitor: intestinal alkaline phosphatase (bovine) inhibition. purified bovine IAP, CDP-star luminescence, 30 min. inhibition, % at 20 µM. 190,000 tested, under 10 active. AID 1019;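 active = over 50% inhibition of intestinal alkaline phosphatase at 20 µM in the single-dose screen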
#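 Incubation: 30 min reaction at room temperature / Material: purified bovine intestinal alkaline phosphatase (IAP) enzyme / Input: enzyme at 1/65,000,000 dilution / Dosing: 20 µM single dose / Signal: CDP-star luminescence signal / Reagent: CDP-star chemiluminescent phosphatase substrate, 30 µM final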
# PPARg SRC1 recr: agonists of human PPARgamma SRC-1 coactivator recruitment | P37231 | PPARgamma-SRC-1 coactivator recruitment biochemical assay | activation, % at 8 µM | 200,000 compounds, 0.41% hits | AID 631; in the data active = activation above about 19%;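 note: 0% = DMSO and 100% = reference agonist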
# TNAP act hiacc: activators of human TNAP at high phosphate acceptor concentration | purified TNAP, CDP-star luminescence, 1 M DEA, 30 min; stronger effect = higher value; 0 = EDTA background, 1 = DMSO-only activity | activation factor at 20 µM | 200,000 tested, under 10 active | P05186 | AID 1136;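 active = activation factor at least 2 at 20 µM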
# Target sequence (P05186 whole entry, looked up): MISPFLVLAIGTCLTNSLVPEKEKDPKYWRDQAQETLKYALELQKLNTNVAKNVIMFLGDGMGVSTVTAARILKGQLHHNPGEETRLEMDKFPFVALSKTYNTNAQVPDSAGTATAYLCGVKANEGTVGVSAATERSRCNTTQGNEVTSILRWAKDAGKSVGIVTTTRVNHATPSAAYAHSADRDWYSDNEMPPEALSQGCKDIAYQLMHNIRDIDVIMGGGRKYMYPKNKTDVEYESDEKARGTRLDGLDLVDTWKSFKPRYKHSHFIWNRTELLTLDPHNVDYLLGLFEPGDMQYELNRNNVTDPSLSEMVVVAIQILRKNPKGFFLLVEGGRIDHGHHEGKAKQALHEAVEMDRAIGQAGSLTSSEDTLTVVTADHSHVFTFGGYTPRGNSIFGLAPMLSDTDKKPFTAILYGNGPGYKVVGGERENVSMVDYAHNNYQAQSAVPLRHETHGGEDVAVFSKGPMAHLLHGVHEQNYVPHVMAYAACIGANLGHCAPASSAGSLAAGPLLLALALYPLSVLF
#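 system = human TNAP | amount = enzyme diluted 1/800 final | reagent = 100 µM CDP-star substrate | signal = luminescent substrate turnover signal | dosing = one dose, 20 µM | benchmarks = EDTA negative control, DMSO positive control | measure = activation factor | timing = 30 min reaction, room temperature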
# Active calls of the source: *; · = no result given. A portion of the library (hit frequency here may not be typical).
# Each structure is followed by: PPARg SRC1 recr	STAT3 act	bIAP act	SRC2 TRFRET art	ROMK mod	bIAP inhibitor	PPARg SRC3 recr	PPARg SRC2 recr	STAT3 inh	TNAP act hiacc	STAT1 inh
> O=c1[nH]c(=O)n(Cc2ccco2)c(O)c1C=NCc1cccs1
→ 0.8	101.5	0.9	1557	0.536	12.6	-1.0	3.6	-1.7	1	-1.6
> CN1CCN(c2ccc([N+](=O)[O-])c(N3CCCCC3)c2)CC1
→ -1.6	103.7	0.8	1392	-0.411	17.1	4.3	-2.3	0.2	0.9	0.8
> CCn1c(=O)n(CC(=O)N2CCC3(CC2)OCCO3)c(=O)c2ccccc21
→ 0.5	102.5	0.9	1485	·	7.3	1.9	6.3	2.8	1	-3.6
> CCOP(=S)(NN(Cc1ccccc1)C(=O)c1ccccc1)OCC
→ -2.6	94.7	1	1380	-0.633	3.8	-0.6	-15.1	6.5	1	5.5
> Cc1cccc(N2C(=O)NC(=O)/C(=C\c3cnc(-c4ccccc4)nc3)C2=O)c1
→ 3.9	96.3	0.9	1618	-0.102	11.0	-1.2	12.5	8.0	1	-28.9
> COc1ccc(NC(=O)CN2C3CCC2CC(O)(c2cccnc2)C3)cc1OC (stereo not drawn)
→ 0.9	103.3	1	1536	1.16	-1.7	3.1	-0.9	0.6	1	4.7
> O=C(c1cc([N+](=O)[O-])ccc1N1CCNCC1)N1CCOCC1
→ 7.8	99.0	0.8	1339	·	18.4	-10.4	-3.3	-3.9	1	-5.3
> O=C(O)CCn1cc(C=C2C(=O)NC(=S)NC2=O)c(-c2cc3ccccc3oc2=O)n1
→ -1.3	97.4	0.9	1733	-0.00111	5.4	5.9	3.2	6.4	1	0.9
> Oc1cc2c(cc1CN1CCN(c3ccccc3)CC1)CCC2
→ 3.2	104.1	·	1456	-0.122	·	-3.6	-0.9	-1.8	·	-5.2
> CC1(C)NCCN2C(=O)CSC21 (stereo not drawn)
→ 10.7	101.8	1	1526	0.542	3.9	10.1	9.3	5.5	1	5.1
> CN1C(=O)C(=Cc2ccc(OCCN(C)c3ccccn3)cc2)C(=O)N(C)C1=O
→ 2.5	94.1	1.1	1371	0.786	-11.3	-2.7	-4.1	14.8	1	-5.8
> CCOC(=O)C1=CC(=C2C(=O)N(CC)C(=S)N(CC)C2=O)c2ccccc2O1
→ 10.9	102.5	1	1667	0.119	-2.0	2.9	-1.0	5.9	1	9.2
> Cc1cc(/C=C2\C(=O)NC(=O)N(c3ccc(Cl)cc3)C2=O)c(C)n1-c1sc2c(c1C#N)CCCC2
→ -5.0	102.3	0.7	1434	·	26.4	-2.2	1.3	-7.3	1	-4.5
> CNS(=O)(=O)c1ccc(N=Cc2c(O)n(-c3ccccc3)c(=O)[nH]c2=O)cc1
→ 5.0	91.7	1	1765	0.0144	-0.2	5.5	8.0	11.2	1	-2.3
> CN(C)C(=O)Oc1ccc(C(=O)c2ccccc2)cc1
→ 10.1	97.5	1.1	1419	·	-9.4	6.3	17.1	5.0	1	-9.3
> N=Cc1c(O)n(-c2cccc(Cl)c2)c(=O)[nH]c1=O
→ -0.2	111.5	0.8	1379	·	15.6	5.4	-0.5	-9.4	1	0.2
> Cc1cccc(N2C(=O)NC(=O)C3(Cc4cc(C)ccc4N(C)C3)C2=O)c1 (stereo not drawn)
→ 9.0	122.4	1.1	1654	·	-11.9	7.8	10.5	-19.6	1.1	-0.1
> COc1cccc(N2C(=O)NC(=O)/C(=C\c3ccc([N+](=O)[O-])s3)C2=O)c1
→ 0.2	104.2	1	1646	-0.0277	-1.8	-0.2	4.8	-3.8	0.9	-3.5
> CCCCn1c(O)c(C=NCCCN(CC)CC)c(=O)[nH]c1=O
→ 5.0	105.6	1	1633	·	-2.1	-0.8	-1.2	-3.8	1.1	-4.6
> O=c1c2ccccc2nc(-c2ccccc2)n1-c1cccnc1
→ -4.2	113.3	1	1329	·	4.8	-3.5	-1.0	-9.8	1	2.1
> CCNC(=O)NC(=O)C(C)OC(=O)c1c(C)nn(Cc2ccccc2Cl)c1Cl (stereo not drawn)
→ -2.6	96.7	1.3	1460	0.666	-28.9	1.2	3.5	3.9	1	-1.9
> CCCCCCn1c(O)c(C=NC2CCCCC2N)c(=O)[nH]c1=O (stereo not drawn)
→ 10.9	99.2	1.1	1645	·	-8.9	1.3	-1.9	5.8	1	-1.1
> O=C(CN1CCCCC1)c1cccc(Br)c1
→ 3.3	94.0	0.9	1672	·	7.3	1.9	8.1	11.8	1	-3.1
> CCc1ccccc1N1C(=O)NC(=O)/C(=C\c2cc(C)n(C)c2C)C1=O
→ -10.1	104.9	0.9	1489	0.768	11.8	-2.6	-10.0	-8.5	0.9	-3.4
> O=C1CC(C(=O)N2CCC3(CC2)OCCO3)CN1CCc1ccccc1 (stereo not drawn)
→ -5.3	106.9	1	1446	-0.531	4.2	-10.8	1.8	-5.7	1	-0.5
> CCC(=O)CC(c1ccccc1)c1c(O)c2ccccc2sc1=O (stereo not drawn)
→ 1.5	104.7	1.1	1553	0.29	-9.6	5.9	1.6	-8.1	1.1	10.8
> Cc1cc(C(=O)NP(=O)(N2CCOCC2)N2CCOCC2)c(C)n1C1CC1
→ 6.0	109.9	1.2	1436	-0.829	-18.2	-0.4	-0.1	-3.3	1	-6.1
> Cc1nn(Cc2ccccc2Cl)c(Cl)c1C(=O)OC(C(=O)NC(N)=O)C(C)C (stereo not drawn)
→ 0.4	105.9	1	1810	0.804	1.9	0.9	-10.6	-2.8	1	-5.7
> Cc1cc(C=C2C(=O)N(C)C(=S)N(C)C2=O)c(C)n1C1CCCC1
→ 3.6	87.8	0.7	1663	·	30.4	-4.0	13.1	20.9	0.9	-1.8
> Clc1ccc(N2CCN(Cc3ccccc3Cl)CC2)cc1
→ -1.7	103.2	0.4	1360	1.3	·	-3.4	5.0	2.3	1	-1.9

# Molecules shown so far with a thiophene ring, fused or not, in the order listed:
# Each structure is followed by: PPARg SRC1 recr	STAT3 act	bIAP act	SRC2 TRFRET art	ROMK mod	bIAP inhibitor	PPARg SRC3 recr	PPARg SRC2 recr	STAT3 inh	TNAP act hiacc	STAT1 inh
> O=c1[nH]c(=O)n(Cc2ccco2)c(O)c1C=NCc1cccs1
→ 0.8	101.5	0.9	1557	0.536	12.6	-1.0	3.6	-1.7	1	-1.6
> Cc1cc(/C=C2\C(=O)NC(=O)N(c3ccc(Cl)cc3)C2=O)c(C)n1-c1sc2c(c1C#N)CCCC2
→ -5.0	102.3	0.7	1434	·	26.4	-2.2	1.3	-7.3	1	-4.5
> COc1cccc(N2C(=O)NC(=O)/C(=C\c3ccc([N+](=O)[O-])s3)C2=O)c1
→ 0.2	104.2	1	1646	-0.0277	-1.8	-0.2	4.8	-3.8	0.9	-3.5

# Continuation:
# Each structure is followed by: PPARg SRC1 recr	STAT3 act	bIAP act	SRC2 TRFRET art	ROMK mod	bIAP inhibitor	PPARg SRC3 recr	PPARg SRC2 recr	STAT3 inh	TNAP act hiacc	STAT1 inh
> CN1CCN(c2ccc(N)cc2)CC1
→ 10.8	97.5	0.9	1702	0.655	11.9	10.6	11.3	7.4	1	7.7
> CCCn1nc2ccccc2c1P(=O)(N1CCOCC1)N1CCOCC1
→ 1.6	100.9	0.8	1635	0.376	24.8	8.3	6.3	3.0	1	-0.8
> COP(=O)(OC)C(NS(=O)(=O)c1ccccc1)C(Cl)(Cl)Cl (stereo not drawn)
→ 1.7	103.0	0.9	1540	0.847	8.5	0.0	-4.2	-0.1	1.1	-14.5
> COc1ccc(C)cc1NC(=O)c1c(C)nn(Cc2ccccc2)c1Cl
→ 5.8	90.0	1	1514	·	4.9	4.9	6.4	8.1	1	0.8
> COc1cccc(-n2c(/C=C/c3ccc(O)c(O)c3)nc3ccccc3c2=O)c1
→ -1.6	73.0	0.7	1294	-1.34	25.3	1.1	-3.6	33.8	0.7	19.2
> O=C(COc1ccc2ccccc2c1)N1CCN(Cc2ccncc2)CC1
→ -4.7	110.3	1	1364	-1.72	-4.3	-7.3	-4.6	-5.7	1.1	-2.6
> CN(C)C(=O)Oc1ccc([N+](=O)[O-])cc1
→ 3.8	96.2	1	1593	-0.345	-3.4	-1.9	-2.7	6.0	1	0.2
> CC1=NN(Cc2c[nH]c3ccccc23)C(C)(C)C1
→ -6.5	113.7	1	1455	-0.0234	-0.3	-2.4	-10.2	-5.9	1	-8.6
> CC(C)NS(=O)(=O)c1ccc(OCC(=O)N2CCN(Cc3ccccc3)CC2)c(Cl)c1
→ -2.5	96.9	1.1	1520	-0.427	-9.3	19.2	5.0	6.9	1	3.8
> NP(=O)(Oc1ccc(Cl)cc1)Oc1ccc(Cl)cc1
→ -9.3	102.7	1	1533	-1.07	-4.1	5.2	5.3	0.6	1	-11.3
> CSc1ccc(C(=O)C(C)(C)N2CCOCC2)cc1
→ 3.9	104.3	1	1445	-0.197	4.9	-3.5	3.2	-2.9	1	-10.5
> O=C(C1c2ccccc2C(=O)N2CCc3ccccc3C12)N1CCC2(CC1)OCCO2 (stereo not drawn)
→ 5.3	105.2	0.9	1499	·	5.0	3.3	6.3	-0.9	1	-9.7
> Cc1cccc(N2C(=O)NC(=O)/C(=C\c3cc(C)n(-c4sc5c(c4C#N)CCCC5)c3C)C2=O)c1C
→ 8.5	95.4	0.9	1723	·	12.9	8.9	5.8	4.8	1	-1.1
> C=CCn1c(O)c(C(CC)=NCCc2ccccc2)c(=O)[nH]c1=O
→ -2.2	89.6	1	1674	0.0166	3.8	-5.4	1.4	15.7	1	1.6
> O=c1c2ccccc2nc(CN2CCOCC2)n1-c1ccccc1F
→ -5.8	110.9	1.1	1562	·	-5.3	-1.3	-3.8	-9.7	1.1	-8.5
> CCN1CCN(c2nc3ccccc3s2)CC1
→ -1.7	87.2	0.9	1454	·	7.3	-1.9	-3.5	18.5	1.1	-31.4
> Cc1nc2ccccc2n1C1CCN(Cc2nnnn2CCc2ccccc2)CC1
→ 9.5	108.7	0.9	1530	0.104	6.6	6.9	-7.4	-6.9	1.1	4.7
> CC1=CC(=C2C(=O)NC(=S)NC2=O)C=C(C(F)(F)F)N1Cc1ccccc1
→ 7.8	90.8	1	1495	0.323	-3.7	2.8	9.0	13.3	0.9	26.0
> CC(Cc1cccs1)NCc1ccccc1 (stereo not drawn)
→ -0.9	102.9	1	1504	0.00341	2.3	0.3	-1.8	-2.1	1	2.8
> O=C(Nc1ccccc1)OC1CN=C(N[N+](=O)[O-])NC1 (stereo not drawn)
→ -2.2	97.8	0.8	1405	-0.216	24.0	-3.3	-4.4	8.3	1	0.1
> CN1CCN(Cc2nc3ccccc3c(=O)[nH]2)CC1
→ 5.0	97.1	0.9	1623	1.86	5.1	4.7	3.9	2.0	1	3.8
